PGC1a acetyl inh: modulators of PGC1a acetylation. inhibition, % at 15.6 µM. actives 0.17% (n = 350,000). U2OS PGC1a acetylation, AlphaScreen anti-acetyl-lysine; with virally co-expressed GCN5 acetyltransferase;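 active = every replicate shows inhibition of at least 40%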;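 note: 0% = neutral control wells and 100% = positive control wells; some results beyond the cut were filed as inactive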
Cneo AK release: causes C. neoformans cell lysis | adenylate kinase release luminescence, 4 h; normalised: neutral wells 0, clomiphene wells 100 | lysis activity, % at 15 µM | actives 0.2% (n = 360,000);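 active = mean lysis activity across replicates of at least 80%, whatever share of replicates individually reach that level; inactive = mean lysis activity below 80%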
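Test system: log-phase Cryptococcus neoformans yeast cells; Quantity: yeast cell density of 5 × 10^6 cells/mL; Buffer or medium: YPD; Doses: single compound concentration per well; Timing: 4 h at 37 °C static, read 1 h later; Measured by: AK luminescence; Read-out basis: lysis from increased AK signal; Control set: Clomiphene as positive control.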
PAX8 inh HTS: lowers PAX8-driven luciferase in RMG-I cells; RMG-I TPO-luciferase reporter, SteadyGlo, 24 h; inhibition, % at 12.6 µM; actives 1.2% (n = 360,000);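 active = mean replicate inhibition at least 60% with every replicate also reaching 60%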;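 note: luciferase light reporting Pax8 driven TPO promoter activity; plate controls were median of neutral control wells for no effect and mitoxantrone controls for full effect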
EWS-Fli block: blocks EWS/Fli oncoprotein-driven transcription; actives 0.67% (n = 350,000); A673 NR0B1-luciferase reporter, viability-normalised; inhibition, % at 12.6 µM;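 active = mean inhibition of at least 50% after viability correction, with every replicate also passing that limit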;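 note: firefly luciferase signal divided by Alamar Blue viability fluorescence both relative to DMSO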
miR-122 sensor: inhibitors of miR-122 in Huh7 cells; actives 0.3% (n = 340,000); Huh7 miR-122 Renilla luciferase sensor, 48 h; neutral wells = 0, positive control = 100; activation (reporter increase), % at 12.5 µM;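 active = mean replicate activation score at least 90 and every replicate individually at or above 90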;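 note: higher luciferase means less miR-122 activity so hits act as miR-122 inhibitors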
FN deposit inh: fibronectin deposition inhibition | AH1F fibroblasts, Alexa488-fibronectin deposition fluorescence, overnight | inhibition, % at 12.6 µM | actives 0.086% (n = 350,000) | AID 743247;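 active = mean inhibition across replicates of 30% or more, regardless of how many single replicates reach that level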;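 note: positive control wells lacked labelled fibronectin entirely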
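material = AH1F fibroblast monolayer depositing Alexa488-labelled fibronectin into matrix | amount = 10000 AH1F cells/well | buffer or medium = DMEM plus 2% serum, read in PBS | incubation = 1 h cell adhesion before compound, then overnight fibronectin incubation | detection = fluorescence at 485 nm excitation, 525 nm emission | evaluation = percent inhibition as loss of matrix-bound fibronectin fluorescence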
LGR2 inh: Drosophila LGR2 receptor signaling inhibition. actives 0.35% (n = 380,000). HEK293 LGR2, CRE-luciferase, bursicon-stimulated, 4 h. inhibition, % at 9.99 µM;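 active = drop in luminescence signal, shown as inhibition above about 50% in the replicate tests, limit read from the data, passing the limit was not always enough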;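 note: agonist challenge used bursicon conditioned medium at about half maximal strength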
Casp6 inh: blocks human caspase-6 cleavage activity. P55212. purified caspase-6, Z-VEID-R110 cleavage fluorescence. inhibition, % at 12.5 µM. actives 0.53% (n = 350,000). AID 686996;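 active = mean inhibition across replicates at least about 35%, with every replicate also reaching that limit, limit read from the data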;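 note: 0% = median of neutral control wells and 100% = no fluorescence left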
Target sequence (P55212 24-179 limits assumed): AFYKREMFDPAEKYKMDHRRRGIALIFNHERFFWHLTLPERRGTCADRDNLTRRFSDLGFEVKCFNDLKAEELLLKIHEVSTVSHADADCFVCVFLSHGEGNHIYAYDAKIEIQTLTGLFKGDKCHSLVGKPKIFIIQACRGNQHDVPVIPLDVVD
Target sequence (P55212 194-293 limits assumed): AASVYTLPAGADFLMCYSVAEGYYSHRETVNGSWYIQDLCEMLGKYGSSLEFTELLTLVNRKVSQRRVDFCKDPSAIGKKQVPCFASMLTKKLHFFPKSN
Active calls of the source: *; x = no result given; [ ] = dose if it differs, or a comment.

SMILES	PGC1a acetyl inh	Cneo AK release	PAX8 inh HTS	EWS-Fli block	miR-122 sensor	FN deposit inh	LGR2 inh	Casp6 inh
COC(=O)C[C@@H]1C[C@H]2c3cc(NC(=O)NC4CCCCC4)ccc3O[C@H]2[C@H](CO)O1	-3	-2	-3	-14	-4[16.7 µM]	x	-18	0
O=C(COC(=O)C1CC1)NCCc1ccccc1	x	6	-11	-2	-2	2	-1	-1
O=C(O)c1ccccc1NC(=S)NC(=O)c1cccc2ccccc12	12	0	-5	17	0	4	2	4
Cc1ccc2c(c1)N(CC(=O)NCCCN1CC(C)CC(C)C1)C(=O)c1cccnc1O2 (configuration not stated)	4	-5	0	-1	-2	-7	2	-20
O=C(c1ccccc1)N1CCCCC1	2	3	x	-4	6	x	24	-2
COc1cc2ccccc2cc1C(=O)NC(=S)Nc1ccc(C(=O)O)cc1	-2	4	2	x	43	x	0	-1
CC(C)Oc1ccc2c3c(c(=O)oc2c1)CCC3	-22	-1	-54	x	-15	-2	x	x
COC(=O)C[C@H]1CC[C@H]2[C@H](COc3ccc(NC(=O)c4cc(F)cc(F)c4)cc3C(=O)N2C)O1	-30	4	-11	-9	10[16.7 µM]	17	8	x
CC1CN(CC(O)c2ccc(Br)cc2)CCO1 (configuration not stated)	0	0	-11	11	-3	-3	x	-2
O=C([C@@H]1[C@@H](CO)[C@@H]2Cn3c(cccc3=O)[C@H]1N2Cc1ccccc1)N1CCCCC1	x	0	x	14	x	x	-17	-1
CCCCCCCCN1C(=O)[C@H](CC(=O)NCCCCc2ccccc2)C[C@@]2(C(=O)OC)CCCCC=C12	x	x	23	10	x	4	8	0
C[C@@H]1CN([C@H](C)CO)C(=O)c2cc(C#Cc3ccccn3)cnc2O[C@H]1CN(C)Cc1cncnc1	5	-1	9	-17	2[16.7 µM]	x	-21	3
Cc1ccc(-n2c(C)nnc2SCC(=O)NNC(=O)c2ccco2)cc1	x	x	1	-15	x	3	x	-2
O=C(c1ccccc1)C(C(=O)N1CCCCC1)n1ccccc1=O (configuration not stated)	-1	x	-11	-5	x	-8	2	14
COc1ccc(C(=O)n2c(C)c(CCO)c(=O)n2C)cc1	x	x	-11	-1	x	-1	x	1
O=C(NCC1CCN(C(=O)C(=O)c2cccs2)CC1)c1ccc2c(c1)OCO2	x	x	-7	2	x	10	13	3
O=C(Nc1ccnn1C1CCN(Cc2cccc(OCCO)c2)CC1)C1CC1	-6	-1	11	-1	-6	2	3	-2
C=CCc1ccc(OC(=O)NC2CCCCC2)c(OC)c1	8	0	-188	-96	-7	-8	2	-1
CN1CCN(C(=O)C[C@@H]2CC[C@@H]3[C@H](COC[C@H](O)CN3C(=O)c3ccc(F)cc3)O2)CC1	10	-1	4	-2	-1[16.7 µM]	-7	0	1
Cc1c(NC(=S)NC(=O)C(C)(C)C)cccc1[N+](=O)[O-]	11	-3	19	-3	-3	-5	-10	-4

Some of these compounds in order of molecular weight, lowest first:
SMILES	PGC1a acetyl inh	Cneo AK release	PAX8 inh HTS	EWS-Fli block	miR-122 sensor	FN deposit inh	LGR2 inh	Casp6 inh
O=C(COC(=O)C1CC1)NCCc1ccccc1	x	6	-11	-2	-2	2	-1	-1
COc1ccc(C(=O)n2c(C)c(CCO)c(=O)n2C)cc1	x	x	-11	-1	x	-1	x	1
O=C(c1ccccc1)C(C(=O)N1CCCCC1)n1ccccc1=O (configuration not stated)	-1	x	-11	-5	x	-8	2	14
O=C(NCC1CCN(C(=O)C(=O)c2cccs2)CC1)c1ccc2c(c1)OCO2	x	x	-7	2	x	10	13	3
CCCCCCCCN1C(=O)[C@H](CC(=O)NCCCCc2ccccc2)C[C@@]2(C(=O)OC)CCCCC=C12	x	x	23	10	x	4	8	0

Pulled by structure from the entries so far, three records:
SMILES	PGC1a acetyl inh	Cneo AK release	PAX8 inh HTS	EWS-Fli block	miR-122 sensor	FN deposit inh	LGR2 inh	Casp6 inh
COc1ccc(C(=O)n2c(C)c(CCO)c(=O)n2C)cc1	x	x	-11	-1	x	-1	x	1
Cc1ccc(-n2c(C)nnc2SCC(=O)NNC(=O)c2ccco2)cc1	x	x	1	-15	x	3	x	-2
Cc1ccc2c(c1)N(CC(=O)NCCCN1CC(C)CC(C)C1)C(=O)c1cccnc1O2 (configuration not stated)	4	-5	0	-1	-2	-7	2	-20

The main list resumes; the two compounds before the break are reprinted first.
SMILES	PGC1a acetyl inh	Cneo AK release	PAX8 inh HTS	EWS-Fli block	miR-122 sensor	FN deposit inh	LGR2 inh	Casp6 inh
CN1CCN(C(=O)C[C@@H]2CC[C@@H]3[C@H](COC[C@H](O)CN3C(=O)c3ccc(F)cc3)O2)CC1	10	-1	4	-2	-1[16.7 µM]	-7	0	1
Cc1c(NC(=S)NC(=O)C(C)(C)C)cccc1[N+](=O)[O-]	11	-3	19	-3	-3	-5	-10	-4
C[C@H]1CN([C@@H](C)CO)C(=O)c2cccc(NC(=O)c3ccncc3)c2O[C@@H]1CN(C)S(C)(=O)=O	10	0	-3	-1	82[16.7 µM]	x	9	2
COC(=O)c1ccc(CN2CCN(C3CCCC3)C(CCO)C2)cc1 (configuration not stated)	x	2	-3	1	-16	1	27	1
CCN1CCc2c(OCc3ccc(C)cc3)cccc2C1=O	10	x	-1	5	x	2	-3	1
CCOc1ccc(NC(=O)CS(=O)(=O)c2cn(CC)c3ccccc23)cc1	-6	-3	2	-6	15	-1	13	2
COC(=O)c1ccc(NC(=O)N2CCOCC2)cc1	-13	-3	-5	x	-4	5	x	x
COc1ccc(NC(=O)Nc2cccc3c2O[C@@H](CN(C)C(=O)NC(C)C)[C@H](C)CN([C@@H](C)CO)C3=O)cc1	14	0	-28	1	1[16.7 µM]	-45	-10	-3
CCOc1ccc(NC(=O)C2CCN(C(=O)N3CCOc4ccccc43)CC2)cc1	5	1	x	2	-1	-6	-43	0
O=C(COc1cccc(F)c1)NNC(=O)c1cccc(-n2cccc2)c1	x	x	-11	0	x	1	10	-5
CCc1nnc(NC(=O)Cc2sc(C)nc2-c2ccc(C)cc2)s1	-3	8	7	0	-1	-1	-8	2
CC(C)C(NC(=O)OC(C)(C)C)C(=O)NC(CCC(=O)OCc1ccccc1)C(N)=O (configuration not stated)	-9	x	-19	-4	0	8	8	1
Cc1cc(=O)nc2c3ccccc3n(C(C)C(=O)Nc3cc(F)ccc3F)n12 (configuration not stated)	-2	x	13	7	-10	13	-3	2
CC(=O)N/C(=C\c1ccccc1)C(=O)N1CCOCC1	x	x	4	13	x	0	10	-9
CC1Cc2cc(S(=O)(=O)N3CCCCC3C)ccc2N1C(=O)C1CCC1 (configuration not stated)	-8	-19	1	0	x	7	-13	1
Cc1ccc(C(=O)COC(=O)CCC(=O)NC2CCCCC2)cc1[N+](=O)[O-]	x	x	16	-5	x	-7	-2	-3
CCC(=O)Nc1ccc(N2CCCCC2)c(C(=O)Nc2ccc(OC)cc2)c1	-8	1	-2	13	1	-5	10	1
N#C[C@@H]1[C@@H](c2ccc(C3=CCCC3)cc2)[C@@H](CO)N1C(=O)NC1CCCC1	3	-5	-5	-4	x	5	-13	0
COc1ccc(N(C(=O)CNC(=O)c2ccco2)C(C(=O)NCC2CCCO2)c2ccccc2)cc1OC (configuration not stated)	-2	0	-3	-1	2	4	2	-2
O=C(Nc1ccc2c(c1)OCO2)c1cc(C2CCCN(C(=O)CCCc3ccccc3)C2)on1 (configuration not stated)	-5	0	-16	-12	-7	-3	-31	-3
CCC(=O)N1[C@@H]2Cn3c(ccc(-c4ccccc4)c3=O)[C@H]1[C@@H](C(=O)N1CCN(C)CC1)[C@@H]2CO	x	2	-11	2	-4[16.7 µM]	x	-17	4
COc1ccc(/C=N/NC(=O)CCCC(=O)NC2CCCCC2)cc1	-13	0	3	x	6	-3	x	x

One compound at a time, from the list above:
CCc1nnc(NC(=O)Cc2sc(C)nc2-c2ccc(C)cc2)s1 as listed: PGC1a acetyl inh: -3; Cneo AK release: 8; PAX8 inh HTS: 7; EWS-Fli block: 0; miR-122 sensor: -1; FN deposit inh: -1; LGR2 inh: -8; Casp6 inh: 2
CCC(=O)N1[C@@H]2Cn3c(ccc(-c4ccccc4)c3=O)[C@H]1[C@@H](C(=O)N1CCN(C)CC1)[C@@H]2CO as listed: PGC1a acetyl inh: x; Cneo AK release: 2; PAX8 inh HTS: -11; EWS-Fli block: 2; miR-122 sensor: -4[16.7 µM]; FN deposit inh: x; LGR2 inh: -17; Casp6 inh: 4

Carrying on.
SMILES	PGC1a acetyl inh	Cneo AK release	PAX8 inh HTS	EWS-Fli block	miR-122 sensor	FN deposit inh	LGR2 inh	Casp6 inh
CCCCCCNC(=O)CCc1nc2cccnc2n1Cc1ccc(OC)cc1	x	-3	-3	-6	x	8	3	2
O=C(N/N=C/c1cccnc1)c1ccc2c(c1)OCO2	x	-7	-43	-60	4	-1	-18	-4
O=C(c1cnn2c(C(F)F)cc(-c3ccccc3)nc12)N1CCCc2ccccc21	-4	-1	x	9	x	x	0	-47
O=C(O)CCn1ccc2cc(S(=O)(=O)N3CCCCCC3)ccc21	4	5	0	4	x	2	-2	0
O=C(Cc1n[nH]c(=O)c2ccccc12)Nc1cccc(S(=O)(=O)N2CCCC2)c1	-4	0	-2	-9	6	-1	4	-1
O=C(Nc1ccccc1Cl)c1cc(C2CCCN(C(=O)c3ccc4c(c3)CCO4)C2)on1 (configuration not stated)	-6	0	17	5	0	x	8	0
O=C(Cc1ccccn1)N[C@H]1C=C[C@@H](CC(=O)N2CCCCC2)O[C@H]1CO	-3	0	2	3	x	-10	15	0
CCN(CC)C(=O)c1c(NC(=O)c2ccccc2)sc(C)c1C	4	2	-14	x	-2	4	x	x
CCN(CC(=O)Nc1c(F)cccc1F)C(=O)c1ccc(=O)[nH]c1	7	1	5	-5	-1	x	-2	-2
Nc1sc2c([n+]1CCCS(=O)(=O)[O-])CCCC2	x	x	14	2	x	x	-4	0
O=C(Nc1cccc2c1N(C(=O)c1ccco1)CCC2)c1ccco1	5	1	-5	-3	-9	0	-1	0
O=C(CCn1nc(-c2ccccc2)c2ccccc2c1=O)Nc1cccnc1	3	x	15	0	13	-5	-17	-4
COCCN1C(=O)C(=O)/C(=C(/O)c2ccc(S(=O)(=O)N3CCOCC3)cc2)C1c1cccc(OC)c1 (configuration not stated)	0	-1	-16	6	1	-10	18	-1
CNC(=O)[C@H](C)[C@@H]1C[C@@]1(C)[C@@H](NC(=O)OCc1ccccc1)c1ccccc1	-5	-1	9	-1	7	-9	-6	2
COc1cc(-c2nc3ccccc3s2)ccc1O	4	2	x	x	0	0	x	x
O=C(N[C@@H](Cc1cccnc1)C(=O)N1CCC[C@H]1C(=O)NC1CCCC1)c1cccs1	x	x	-9	-15	x	-6	-8	0
Cc1cccc(Nc2ncccc2C(=O)O)c1C	9	2	-38	-13	1	1	-1	2
CCCNC(=O)[C@H]1[C@H](CO)[C@H]2Cn3c(ccc(C4=CCCC4)c3=O)[C@H]2N1CCC(F)(F)F	x	2	-2	-4	4[16.7 µM]	x	-3	-2
CC12CN(NC(=O)c3ccccc3F)C3(C#N)CC1CCC23C (configuration not stated)	3	x	2	5	x	3	-8	-1
CCOc1ccc(C(=O)NC(=S)NCc2cccnc2)cc1	2	x	-19	x	2	2	2	x
CCc1noc(C)c1C(=O)NNC(=O)c1ccccc1	9	1	-14	-2	3	-6	22	0
O=C(CN1C(=O)CCC1=O)Nc1nc(-c2ccc3ccccc3c2)cs1	0	x	-111	-77	x	0	-67	0
